# CRFR2-BP antag: CRF-BP/CRF-R2 complex antagonism; 0.59% of 350,000 active; AID 588475; inhibition, % at 11.8 µM; HEK293 CRF-R2/CRF-BP, CRF-induced calcium fluorescence;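 active = inhibition of the ligand-induced calcium signal above about 50% at the single tested concentration, limit read from the data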
# CRFR2-BP ag: agonists of human CRF-binding protein/CRF-R2 receptor complex; AID 588473; 0.46% of 350,000 active; HEK293 CRF-R2/CRF-BP, calcium dye fluorescence (FLIPR); percent of saturating CRF peptide response; activation, % at 13.2 µM;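 active = activation of at least 50%, plus an integration ratio under a set limit after plate pattern correction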;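 note: plate controls were neutral control wells without compound for no effect and CRF at EC100 for full effect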
# TAAR1 antagonist: human TAAR1 antagonism; Q96RJ0; CHO RD-HGA16 TAAR1, Fluo-8 calcium fluorescence, antagonist; inhibition, % at 3 µM; 1.5% of 360,000 active; AID 624466;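 active = inhibition above a per-plate cutoff, the mean inhibition of test compounds on that plate plus 3 SD, cut at about 49% in these data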;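 note: 0% = DMSO plus EC80 beta-PEA response and 100% = DMSO alone without agonist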
#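 Assay system: RD-HGA16 CHO cells with stable hTAAR1 and Gα16 / Reagent: EC80 β-phenethylamine stimulus / Doses: 3 µM, single point / Timing: dye loading 75 min at 37 °C, then 30 min room temperature / Measured by: Fluo-8 intracellular calcium dye fluorescence, real-time kinetic reads / Controls: vehicle wells and EC80 agonist wells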
# M5 PAM: positive allosteric modulators of human muscarinic M5 receptor | P08912 | CHO-K1 hM5, Fluo-8 calcium, ACh EC20 PAM; 0% = ACh EC20, 100% = ACh EC100 | activation, % at 3 µM | 0.3% of 360,000 active | AID 624038;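 active = activation above the run cutoff, the mean activation of all test compounds plus 3 SD, cut at about 18% in these data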
# Target sequence (P08912 whole entry, looked up): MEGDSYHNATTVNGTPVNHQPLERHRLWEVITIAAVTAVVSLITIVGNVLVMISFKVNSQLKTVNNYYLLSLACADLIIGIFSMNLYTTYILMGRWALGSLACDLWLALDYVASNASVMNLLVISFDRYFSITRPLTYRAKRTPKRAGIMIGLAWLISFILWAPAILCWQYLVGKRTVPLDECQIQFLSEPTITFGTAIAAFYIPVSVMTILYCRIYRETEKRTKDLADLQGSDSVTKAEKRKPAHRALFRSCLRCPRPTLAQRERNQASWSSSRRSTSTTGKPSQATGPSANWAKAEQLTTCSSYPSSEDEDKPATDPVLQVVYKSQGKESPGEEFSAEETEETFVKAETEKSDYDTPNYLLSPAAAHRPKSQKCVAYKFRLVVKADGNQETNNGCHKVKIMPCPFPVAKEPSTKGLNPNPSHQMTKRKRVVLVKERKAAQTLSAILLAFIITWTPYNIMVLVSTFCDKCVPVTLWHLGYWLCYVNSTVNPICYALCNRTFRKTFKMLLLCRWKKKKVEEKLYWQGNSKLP
#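 system = human M5 receptor in CHO-K1 cells | compound = one concentration, 3 µM final (nominal) | schedule = Post-acetylcholine fluorescence recording 140 s | signal = Fluo-8 calcium dye fluorescence, kinetic read | benchmarks = low control EC20 acetylcholine (0%), high control EC100 acetylcholine (100%) | repeats = singlicate, one well per test compound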
# CHRM5 antagonist: blocks acetylcholine activation of human M5 receptor; CHO-hM5 cells, Fluo-8 calcium fluorescence, ACh EC80; 0.59% of 360,000 active; inhibition, % at 3 µM; P08912;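 active = inhibition above a per-plate cutoff, the mean of that plate's test compounds plus 3 SD, cut at about 27% in these data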;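 note: 0% = acetylcholine EC80 with DMSO and 100% = DMSO without agonist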
# M4 PAM: potentiates acetylcholine response at human M4 receptor; P08173; CHO-K1 hM4/Gqi5, Fluo-8 calcium fluorescence, ACh EC20; 0% = ACh EC20, 100% = maximal ACh; activation, % at 3 µM; 0.4% of 360,000 active;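 active = activation above its plate's cutoff, the mean activation of sample wells plus 3 SD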; note: some results filed as inactive read as strong as hits
# Target sequence (P08173 whole entry, looked up): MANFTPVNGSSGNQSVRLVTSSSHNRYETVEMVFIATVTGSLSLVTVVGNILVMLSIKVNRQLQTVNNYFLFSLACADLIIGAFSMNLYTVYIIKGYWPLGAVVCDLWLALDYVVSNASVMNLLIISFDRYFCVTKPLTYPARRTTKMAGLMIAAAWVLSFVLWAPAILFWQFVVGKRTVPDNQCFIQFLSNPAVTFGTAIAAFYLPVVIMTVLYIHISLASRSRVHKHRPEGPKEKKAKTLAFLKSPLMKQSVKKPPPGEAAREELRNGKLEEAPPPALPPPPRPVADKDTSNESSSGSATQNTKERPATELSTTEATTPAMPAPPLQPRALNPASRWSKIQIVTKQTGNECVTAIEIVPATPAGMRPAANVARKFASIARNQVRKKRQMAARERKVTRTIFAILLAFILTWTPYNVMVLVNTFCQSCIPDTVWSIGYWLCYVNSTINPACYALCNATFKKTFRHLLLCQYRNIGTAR
# M5 ag: agonists of human muscarinic M5 receptor (CHRM5). P08912. 0.19% of 360,000 active. activation, % at 3 µM. CHO-K1 hM5 cells, Fluo-8 calcium fluorescence; 0% DMSO wells, 100% maximal acetylcholine response. AID 624037;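 active = activation above the run's mean over test compounds plus 3 SD, cut at about 23% in these data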;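 note: signal is peak over basal fluorescence ratio across the kinetic read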
# M1 PAM parental: M1 PAM counterscreen hit in parental CHO-K1 cells; activation, % at 3 µM; 0.02% of 360,000 active; ATP EC20, Fluo-8 calcium fluorescence; 0% at ATP EC20, 100% at ATP max; AID 602247;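 active = activation above the run cutoff, the mean activation of all test compounds plus 3 SD, cut at about 40% in these data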;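 note: peak over basal fluorescence ratio in a 140 s read after ATP addition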
# TAAR1 agonist: human TAAR1 agonism | CHO RD-HGA16 TAAR1, Fluo-8 calcium fluorescence; vehicle wells 0%, saturating PEA agonist 100% | activation, % at 3 µM | Q96RJ0 | 0.99% of 360,000 active;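 active = activation above the mean activation of all test compounds in the run plus 3 SD, cut at about 38% in these data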
#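 Assay system – CHO-derived RD-HGA16 cells with stable Gα16 and human TAAR1 · Compound dosing – one-point dosing at 3 µM (nominal) · Incubation – 17-24 h seeding, 75 min 37 °C dye, 30 min RT · Measured by – kinetic Fluo-8 calcium fluorescence · Control set – DMSO vehicle as 0%, PEA at EC100 as 100% · Repeats – single well for each compound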
# Active calls of the source: *; / = not tested or not shown; & = joins results of further samples. The order is random, and some 4.2% of all compounds hit somewhere here.
# Every second line gives: TAAR1 agonist	CRFR2-BP ag	TAAR1 antagonist	M5 ag	CRFR2-BP antag	M1 PAM parental	M5 PAM	CHRM5 antagonist	M4 PAM
CCOc1ccccc1N1CCN(C(=O)c2c(-c3ccccc3Cl)noc2C)CC1
→ 11	-0.5	41	1	9	24	1	-3	0
O=C(c1cccc(Cl)c1)N1CCC2CC1c1cc(N3CCOCC3)ccc12 (stereo not given)
→ 1	-1.8	-6	-1	-4	18	-1	0	0
CCCc1cnc(N2CCN(S(=O)(=O)c3cccs3)CC2)nc1
→ -1	-0.3	-5	2	2	9	-3	7	-8
CCCCC(=O)Nc1cc2nn(-c3ccc(OC)cc3)nc2cc1C
→ 1	-0.6	-6	2	3	5	-6	4	3
CCN1CCN(Cc2ccc(NC(=O)c3ccc(C)c(NC(=O)C(=O)c4c[nH]c5ccccc45)c3)cc2C(F)(F)F)CC1
→ 21&20	0.4&0.6&-0.9	79*	-2&-7&-3	-25&-8&-24	11&15&3	-7&-21&-37	9&8&17	-9&-8&-10
Cn1cc(Cc2ccc(C(=O)NC34CC5CC(CC(C5)C3)C4)cn2)c2ccccc21
→ -1	/	-2	-2	/	-6	-7	18	-4
Cc1noc(C)c1COc1cccc(C(=O)Oc2ccc3c(c2)OCO3)c1
→ -1	-0.4	3	-3	34	5	-3	14	-20
C[C@H](O)[C@@H]1CN2CCc3c([nH]c4ccccc34)[C@@H]2C[C@@H]1N(C)C(=O)Nc1cc(Cl)cc(Cl)c1
→ 7	2.7	14	3	-11	12	0	1	6
CCOC(=O)C1CCN(C(=O)COC(=O)c2nn(C)c(=O)c3ccccc23)CC1
→ 1	-1.1	2	2	-10	6	-3	0	9
Cc1cc(C(=O)OCC(=O)Nc2nnc(C(C)C)s2)c2ccccc2n1
→ 6	-1.8	-3	4	-2	13	-8	5	-4
COC(=O)[C@H]1C[C@H]1[C@@H](NC(=O)c1ccc[nH]1)c1ccccc1
→ 6	-2.2	6	1	0	-21	6	-2	9
COc1ccc(C(=O)Cc2ccc(OC)c(OC)c2)cc1
→ 12	-0.2	3	5	6	-9	-4	0	-5
O=C(NCc1cccnc1)c1ccc2c(c1)OCO2
→ 0	1.6	-3	-4	-19	17	6	1	-2
CCOC(=O)C1(C)CCCN(C(=O)Cc2ccc3ccccc3c2)C1 (stereo not given)
→ 1	/	-1	1	/	10	-1	1	-8
CCN(CC)C(=O)c1[nH]cnc1C(=O)NC1CCN(C(=O)OC(C)(C)C)CC1
→ 2	1.3	16	3	-3	-13	9	0	4
Cc1ccc(-n2c(=O)c3sccc3n(CC(=O)NC3CCCCC3)c2=O)cc1
→ 3	-2.3	-18	2	13	-3	3	-2	1
COc1cc(C(=O)CSc2nncn2C)cc(OC)c1OC
→ 3	-1.1	-11	-3	4	10	1	1	5
COc1ccc(S(=O)(=O)Nc2ccc(S(=O)(=O)N3CCOCC3)cc2)cc1
→ 2	1.2	16	4	-1	3	-4	1	0
O=C(Nc1ccc(N2CCOCC2)cc1)c1cc(F)c(F)cc1Cl
→ 4	5.8	-12	0	-8	17	-3	0	14
CCOC(=O)CN1CC23C=CC(O2)C(C(=O)NCc2ccccc2OC)C3C1=O (stereo not given)
→ 1	6.3	-26	0	0	10	-2	9	0
CCCOc1ccc(N2C(=O)CC(N3CCC(O)(c4cccc(C(F)(F)F)c4)CC3)C2=O)cc1 (stereo not given)
→ 2	0.8	-12	-1	-7	11	-7	-1	0
CCCCN(C(=O)CCC(=O)Nc1cc(C)on1)C(C(=O)NC(C)(C)CC)c1cccc(OC)c1OC (stereo not given)
→ 3	-6.1	-22	-3	5	22	1	13	0
CCN(CC)C(=O)CSc1ncccc1-c1nc2ccccc2[nH]1
→ 1	-0.5	-6	-4	1	1	2	8	3
Cn1cc(S(=O)(=O)N2CCC3(CC2)OCCO3)c(=O)n(C)c1=O
→ 1	-0.7	-11	1	19	6	-2	1	3
N#Cc1ccccc1S(=O)(=O)N1CCN(C(=O)CN2CCCSc3ccccc32)CC1
→ 4	-0.4	2	-1	8	5	-7	12	2
NC(=O)CC(NC(=O)Cc1ccc(Br)cc1)c1ccc(NC2CCCC2)c([N+](=O)[O-])c1 (stereo not given)
→ 3	-0.8	-13	3	11	10	0	7	2
O=C(CCl)Nc1cc2[nH]c(=O)[nH]c2cc1Br
→ 1	3.4	-21	-3	-13	-10	2	6	1
O=C(NCCc1ccc(Cl)cc1)C1CCC(=O)N1Cc1ccc(F)cc1 (stereo not given)
→ 5	-1.3	-16	1	4	3	-2	0	0
COCCNc1nc(Nc2ccc(C)cc2C)c2sc(-c3ccccc3)cc2n1
→ 0	/	-18	-1	/	-4	-6	-4	-4
Cc1nc(-c2ccc(S(=O)(=O)Oc3ccccc3Cl)s2)cs1
→ 9	7.5	79*	-1	2	15	-14	6	-20
Cc1cc(C)n(CC(O)COc2c(C)cccc2C)n1 (stereo not given)
→ 13	0.3	3	-3	-2	-10	0	3	5
COc1ccc(C(=O)c2c3ccc(OC)cc3[n+]([O-])n2CCCC(N)=O)cc1
→ 13	1.7	12	2	0	12	-7	20	2
Cc1cccc(OCC(=O)N2CCN(C(=O)COc3ccc(Cl)cc3)CC2)c1
→ 0	-1.0	-9	1	-7	4	2	3	-2
COc1ccccc1CNc1nc(NCc2ccc3occc3c2)c2sccc2n1
→ 6	/	20	2	/	9	-18	43*	-9
O=C(c1ccccc1Cl)N1CCN(c2ncccn2)CC1
→ 1	-1.0	-13	-1	-4	-14	1	-1	4
Cc1cc(S(=O)(=O)N2CCCCC2CCNC(=O)C(=O)NCc2cccnc2)ccc1F (stereo not given)
→ 0	-1.7	-12	-1	-5	-22	-4	3	0
CC(=O)C1C(c2ccc([N+](=O)[O-])cc2)c2c(noc2C)CC1(C)O (stereo not given)
→ 3	0.5	-12	-15	7	13	-4	7	-13
COC(=O)c1ccc(Nc2nc(C)cc(=O)[nH]2)cc1
→ 3	4.6	6	2	-2	13	-5	10	8
Cc1ccc2c(c1)c(C)c(C)n2CC(O)CN1CCCCC1C (stereo not given)
→ 5	1.5	-15	-5	-7	-4	-10	-4	-5
Cc1cc(/C=N/NC(=O)c2cccc(F)c2)c(C)n1-c1ccccc1
→ 6	-1.4	4	-4	-13	12	-8	3	-2
O=C(NN1C(=O)/C(=C/c2ccc(O)cc2)SC1=S)c1ccccc1O
→ 7	28	-1	4	-12	-6	-7	13	-8
CCOC(=O)c1cc2ccccc2n1CC(=O)c1ccccc1
→ 1	-0.8	-4	0	-3	-19	-4	5	-4
Cc1cc(NC(=O)C(C)SCC(=O)N(Cc2ccccc2)c2ccccc2)no1 (stereo not given)
→ 4	-1.4	11	2	0	13	-1	4	15
Cc1sc2nc(COC(=O)c3ccc(N4CCCC(C)C4)c([N+](=O)[O-])c3)[nH]c(=O)c2c1C (stereo not given)
→ -1	0.3	-10	-3	-18	13	0	3	0
COc1cccc(CCNC(=O)CCCC(=O)c2ccccc2)c1
→ 4	-2.6	-5	2	8	5	-8	13	-11
COc1cc(Cl)ccc1OC1(C)CCN(Cc2ccccc2OC(F)F)C1 (stereo not given)
→ 6	/	-29	-2	/	11	-5	1	-1
c1ccc(-n2c(-c3ccco3)nnc2-c2ccco2)cc1
→ 12	-1.8	-1	-4	18	9	-2	9	-3
O=C(/C=C\c1ccc2c(c1)OCO2)NC1(C(=O)Nc2ccc3c(c2)OCO3)CCCCC1
→ 1	-1.1	-8	-1	1	9	-5	-7	-15
Cc1nc2c(sc3nc4c(cc32)COC(C)(C)C4)c(=O)n1Cc1ccccc1
→ 7	3.0	6	1	-7	7	-3	-8	7
Nc1ccc(Nc2nc3ccccc3[nH]2)cc1
→ 7	-0.5	17	2	-11	18	-4	6	-4
Nc1ccc(S(=O)(=O)c2ccc(NC(=O)c3cccnc3)cc2)cc1
→ 3	5.6	7	-2	-2	-10	6	11	4
CCOC(=O)C1(C)CCN1C(=O)c1ccccc1C(F)(F)F (stereo not given)
→ 4	/	-13	2	/	14	-2	12	12
O=C(Nc1ccc(N2CCCC2)c(Cl)c1)c1ccccc1F
→ 3	-1.3	-3	-1	10	2	-5	5	0
O=C(COC(=O)c1ccccc1NC(=O)c1ccco1)NCc1ccc2c(c1)OCO2
→ 10	3.2	24	4	0	17	-4	1	-3
O=C(Sc1ccccc1)c1cccc(Cn2cc(C(F)(F)F)ccc2=O)c1
→ -1	2.3	-11	3	-7	-3	-20	12	-3
NS(=O)(=O)c1ccc(NC(=O)CCC(=O)N2CCOCC2)cc1
→ 2	0.5	-2	-3	8	7	-3	11	4
COC(=O)c1ccc(N)nc1
→ -1	-0.5	14	12	2	-11	0	-2	2
O=C(Cn1c(SCC(=O)NC2CCCC2)nnc1-c1ccncc1)Nc1ccc2c(c1)OCO2
→ 6	-0.3	-1	1	0	24	1	-2	-4
CC(CCCC(C)(C)O)NC(=O)c1ccc(OC2CCN(C(=O)C3CC3)CC2)cc1 (stereo not given)
→ 1	-4.1	-2	0	2	9	-4	8	-1
CN(C)/C=N/S(=O)(=O)c1ccc(Cl)c(Cl)c1
→ 4	-0.3	-26	0	16	15	5	-1	-10

# Additional structures.
# Every second line gives: TAAR1 agonist	CRFR2-BP ag	TAAR1 antagonist	M5 ag	CRFR2-BP antag	M1 PAM parental	M5 PAM	CHRM5 antagonist	M4 PAM
O=C(C[n+]1cccc(O)c1)Nc1ccc(Br)cc1
→ 2	0.3	11	1	2	-6	1	7	7
CCc1cccc(NC(=O)CCSCCC(=O)Nc2cccc(CC)c2)c1
→ 9	-0.1	34	-4	0	17	-15	13	-9
Cc1ccc(F)c(NC(=O)CCOc2ccccc2C)c1
→ 1	-0.1	0	-6	-6	2	2	3	-5
COC(=O)CSc1nc2cc(Cl)ccc2c(=O)n1C1CCCC1
→ 13	-0.9	46	-1	-1	17	10	6	9
CCOC(=O)CC1=CC(C)(CC(=O)OCC)C(C#N)(C#N)C(N)=C1C#N (stereo not given)
→ 7	-0.1	12	1	-8	7	-5	-2	-4
COc1cccc(NC(=S)N2CCC(c3ccc(C)cc3)C2)c1 (stereo not given)
→ 7	-4.0	-15	-4	19	11	-1	3	-5
CCN(CC(=O)NCc1cccs1)CC(=O)Nc1ccc(C(N)=O)cc1
→ 4	-0.9	2	3	5	-9	8	5	9
COC(=O)c1sccc1NC(=S)Nc1ccc(F)cc1F
→ 10	-0.8	-8	-2	11	5	-2	-11	-2

# At a glance, part of the list above.
# Every second line gives: TAAR1 agonist	CRFR2-BP ag	TAAR1 antagonist	M5 ag	CRFR2-BP antag	M1 PAM parental	M5 PAM	CHRM5 antagonist	M4 PAM
CCOc1ccccc1N1CCN(C(=O)c2c(-c3ccccc3Cl)noc2C)CC1
→ 11	-0.5	41	1	9	24	1	-3	0
O=C(c1cccc(Cl)c1)N1CCC2CC1c1cc(N3CCOCC3)ccc12 (stereo not given)
→ 1	-1.8	-6	-1	-4	18	-1	0	0
